Screens from PubChem BioAssay.
RGS7-Gao – human RGS7-Galphao interaction regulation | AID 1439 | binding response (% of control), % at 10 µM | Multiplexed bead flow cytometry, RGS7-Galphao binding; actives lie on both sides | 0.35% of 220,000 active; in the data active = binding response below about 49% or above about 150%; inconclusive = no clear call, values can overlap the other calls; inactive = in between;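 also: fluorescent Galphao held in activated GDP-AlF4 state binding bead-coupled RGS7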
Target sequence (P09471 whole entry, looked up): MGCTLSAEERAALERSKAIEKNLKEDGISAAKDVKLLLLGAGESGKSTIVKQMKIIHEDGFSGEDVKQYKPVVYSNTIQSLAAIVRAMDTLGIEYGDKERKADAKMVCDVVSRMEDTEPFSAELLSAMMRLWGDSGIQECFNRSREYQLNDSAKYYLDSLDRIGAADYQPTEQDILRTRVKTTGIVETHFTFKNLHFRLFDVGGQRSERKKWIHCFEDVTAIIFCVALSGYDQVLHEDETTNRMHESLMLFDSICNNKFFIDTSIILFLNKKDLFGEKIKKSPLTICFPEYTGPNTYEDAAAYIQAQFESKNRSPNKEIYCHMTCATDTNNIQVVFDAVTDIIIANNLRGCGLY
Pf gamet viab – inhibitors of late stage P. falciparum gametocyte viability; inhibition, % at 10.9 µM; AID 743093; 0.065% of 150,000 active; P. falciparum stage V gametocytes, ATP luminescence, 24 h;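 active = inhibition above the mean plus 3 SD of compounds within the control limits, set per campaign, cut at about 38% in these data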;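 also: 0% = DMSO wells and 100% = medium only without gametocytes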
ABCG2 inh – inhibitors of human ABCG2 transporter, ABCB1 counter-screen | IgMXP3 cells, JC-1 efflux, flow cytometry | 0.1% of 190,000 active | inhibition, % at 6.6 µM | Q9UNQ0 | AID 1325;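 active = inhibition above 80%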;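 also: 0% = DMSO and 100% = nicardipine control wells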
Target sequence (Q9UNQ0 whole entry, looked up): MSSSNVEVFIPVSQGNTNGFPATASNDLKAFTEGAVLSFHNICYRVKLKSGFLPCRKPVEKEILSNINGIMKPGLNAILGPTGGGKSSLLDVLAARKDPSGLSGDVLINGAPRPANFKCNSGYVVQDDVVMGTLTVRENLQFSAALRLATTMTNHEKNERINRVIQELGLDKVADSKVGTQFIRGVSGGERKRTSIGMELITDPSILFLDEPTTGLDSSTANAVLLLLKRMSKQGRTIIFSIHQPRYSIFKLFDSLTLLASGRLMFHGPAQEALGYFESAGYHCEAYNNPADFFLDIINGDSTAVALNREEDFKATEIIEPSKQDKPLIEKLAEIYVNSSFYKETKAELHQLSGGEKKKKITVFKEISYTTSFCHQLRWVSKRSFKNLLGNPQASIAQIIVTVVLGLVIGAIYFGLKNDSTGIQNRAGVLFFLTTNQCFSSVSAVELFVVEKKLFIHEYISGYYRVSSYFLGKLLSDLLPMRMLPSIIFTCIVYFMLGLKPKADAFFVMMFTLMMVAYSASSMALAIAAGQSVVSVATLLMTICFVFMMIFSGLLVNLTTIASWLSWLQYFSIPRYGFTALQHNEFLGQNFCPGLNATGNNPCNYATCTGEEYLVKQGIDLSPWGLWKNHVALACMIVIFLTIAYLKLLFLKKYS
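Times: 10 min at 25 °C | Test system: Two drug-resistant human cell lines, ABCG2 and ABCB1 | Quantity: 3 million cells/mL final, two lines in 1:1 ratio | Signal: Flow cytometry, 530 nm JC-1 signal | Dosing: Compound at 6.6 µM | Controls: Nicardipine and DMSO wells | Reagent: JC-1 as fluorescent efflux pump substrate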
Avidin fluor – compound fluoresces at 488/530 nm on avidin beads; fluorescence (KMESF) at 10 µM; 0.38% of 220,000 active; compound fluorescence 488/530 nm, flow cytometry; stronger effect = higher value; in the data active = fluorescence above about 47; also: inactives centre near 10
RGS8-Gao reg – modulates binding of RGS8 to human Galphao | P09471 | multiplexed bead flow cytometry; actives lie on both sides | response (percent of control binding), % at 10 µM | 0.34% of 220,000 active; in the data active = response below about 60% or above about 140%; inactive = in between;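 also: Galphao activated as the GDP aluminium fluoride complex binding bead-coupled RGS8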
Mcl1-Noxa inh – Mcl-1/Noxa interaction inhibition; Q07820; TR-FRET Mcl-1/Noxa peptide binding, 2 h; inhibition, % at 21.7 µM; 1.5% of 220,000 active; AID 1022;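 active = compounds that cut the protein-peptide binding signal by more than 50% relative to plate controls in a single-dose test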;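 also: His-tagged Mcl-1 with rhodamine Noxa BH3 peptide and terbium anti-His antibody; 0% = Mcl-1 plus Noxa peptide wells and 100% = peptide-only wells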
ABCB1 inh – inhibitors of human ABCB1 transporter, ABCG2 counter-screen. AID 1326. 0.067% of 190,000 active. inhibition, % at 6.6 µM. P08183. CCRF-Adr cells, JC-1 efflux, flow cytometry; in the data active = inhibition above about 40%;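 also: 0% = vehicle and 100% = reference inhibitor; higher value means more JC-1 retained so stronger ABCB1 efflux block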
GSH bead fluor – GSH bead compound fluorescence profile | fluorescence (KMESF) at 10 µM | GSH beads flow cytometry, compound fluorescence 488/530 nm; stronger effect = higher value | 0.25% of 190,000 active; in the data active = fluorescence above about 89;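 also: glutathione beads carrying GST-tagged Bcl family fusion proteins plus one bare bead set; values are compound well signal with DMSO vehicle wells as background; inactives centre near 16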
RGS4-Gao reg – modulates binding of RGS4 to human Galphao. binding response (% of control), % at 10 µM. Multiplexed bead flow cytometry; actives lie on both sides. 0.33% of 220,000 active. P09471; in the data active = binding response below about 49% or above about 150%; inactive = in between;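 also: fluorescent Galphao activated with aluminum fluoride binding bead-coupled RGS4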
Mcl-1 Bim block – inhibitors of Bim-Mcl-1 interaction, human; Q07820; Bead-based flow cytometry, Bim peptide-Mcl-1 binding; inhibition, % at 10 µM; 0.1% of 190,000 active; AID 1009; in the data active = inhibition above about 40%;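 also: 0% = no compound tracer wells and 100% = peptide blocker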
Mcl1 Bid PPI – Mcl-1/Bid interaction inhibition. 0.97% of 220,000 active. inhibition, % at 21.7 µM. TR-FRET Mcl-1/Bid-Dy647 peptide binding, 1536-well;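 active = compounds that cut the binding signal by more than half at the single screening dose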;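 also: His-tagged Mcl-1 with europium anti-His antibody binding Bid BH3 peptide; 0% = Mcl-1 plus peptide wells and 100% = peptide-only wells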
Active calls of the source: *; u = inconclusive; x = no result given; & = joins results of further samples.

SMILES | RGS7-Gao | Pf gamet viab | ABCG2 inh | Avidin fluor | RGS8-Gao reg | Mcl1-Noxa inh | ABCB1 inh | GSH bead fluor | RGS4-Gao reg | Mcl-1 Bim block | Mcl1 Bid PPI
Cn1nccc1C(=O)Nc1ccn(C23CC4CC(CC(C4)C2)C3)n1 | 97 | -3 | 4 | 15 | 101 | 5 | 0.2 | 13 | 100 | -4 | -6
COC(=O)CNc1ccc2c(c1)OCO2 | 99 | x | 3 | 21 | 103 | 1 | 1.5 | 18 | 105 | 2 | -39
COc1ccc(CN2CCN(CCC(C)C)C(CCO)C2)cc1Cn1cccn1 (stereo not given) | 102 | -22 | 1 | 10 | 104 | 32 | 0.6 | 22 | 101 | -2 | -8
COc1ccc(NC(=O)C2CSC3c4ccccc4C(=O)N23)cc1 (stereo not given) | 106 | x | 2 | 9 | 107 | 12 | 0.6 | 26 | 106 | -3 | -11
CCCOC(=O)NC(CC)COC(=O)Nc1cc(C)ccc1C (stereo not given) | 102 | x | 18 | 11 | 101 | -4 | 1.9 | 26 | 103 | -8 | -3
COCCNC(=O)C1CC(c2cccc([N+](=O)[O-])c2)=NO1 (stereo not given) | 103 | x | 8 | 17 | 101 | -2 | -0.3 | 25 | 101 | -2 | -16
Cc1sc(/C=C2\C(=O)ON=C2c2ccccc2)cc1Br | 94 | x | -11 | 4 | 101 | 14 | -0.9 | 10 | 100 | 0 | 7
O=C(c1ccc(NC2=NC3CS(=O)(=O)CC3S2)cc1)N1CCN(Cc2ccccc2)CC1 (stereo not given) | 106 | x | -3 | 7 | 102 | 17 | -2.4 | 24 | 103 | -1 | -12
CCn1c(=O)c([N+](=O)[O-])c(NCC(O)c2ccccc2)c2ccccc21 (stereo not given) | 72 | x | 3 | 8 | 91 | 14 | 1.3 | 8 | 82 | 26 | -2
O=C1C2CC=CCC2C(=O)N1CC1CCCO1 (stereo not given) | 90 | -2 | 4 | 7 | 86 | -3 | 1.3 | 8 | 86 | -1 | 7
O=S(=O)(c1cccc(S(=O)(=O)N2CCC(Cc3ccccc3)CC2)c1)N1CCOCC1 | 99 | x | 5 | 30 | 105 | 20 | 2.1 | 20 | 100 | -4 | 4
COc1ccc(C(=O)COc2ccccc2C(N)=O)cc1 | u | -24 | 15 | 10 | 101 | 4 | 0.3 | 20 | 103 | 0 | -14
O=C(C1CCCCC1)N1CCN(c2ncccn2)CC1 | 94 | x | 2 | 12 | 116 | -14 | 0.3 | 28 | 101 | -5 | -16
C=CCNc1nc2ccccc2nc1NS(=O)(=O)c1cccs1 | 105 | x | 0 | 6 | 106 | -6 | 0.6 | 67 | 109 | 3 | 1
CC1(c2ccccc2)O[C@@H]2C[C@H]3[C@@H]4CCC5=CC(=O)C=C[C@]5(C)[C@@]4(F)[C@@H](O)C[C@]3(C)[C@]2(C(=O)CO)O1 (stereo not given in full) | u | -7 | x | 9 | 102 | 1 | x | x | 99 | x | 4
COCCN=C1Sc2nc3cc4c(cc3cc2CN1CC1CCCO1)OCO4 (stereo not given) | 98 | -6 | 9 | 9 | 98 | 7 | 1.6 | 14 | 100 | 0 | -11
CCOc1ccccc1C(=O)Nc1cc(C(=O)NCCc2ccccc2)ccc1Cl | 98 | x | 31 | 7 | 99 | 30 | 2.1 | 20 | 98 | -1 | 9
COc1ccc(CN2C(=O)CS/C2=N/N=C/c2ccccc2)cc1 | u | -10 | x | 7 | 105 | 4 | x | x | 111 | x | 1
O=C(O)CCC(=O)CCC(=O)c1ccc(Cl)cc1 | 101 | x | 0 | 8 | 100 | 15 | 0.1 | 58 | 102 | 1 | -5
Cc1ccc(NC(=O)CSc2ccc(C(N)=O)cc2[N+](=O)[O-])cc1 | 102 | x | 24 | 11 | 101 | 18 | 0.6 | 11 | 101 | -5 | -2
CCOC(=O)c1cc2c(C)n(-c3ccc(OCC)cc3)c(C)c2ccc1=O | 97 | x | 8 | 5 | 92 | 24 | 1.1 | 13 | 96 | 8 | -6
CCOC(=O)c1[nH]c(C)c(CCC(=O)O)c1C | 112&104 | -8 | 1&1 | 4&11 | 132&101 | -3&11 | 0.0&0.0 | 64&12 | 116&102 | 0&-3 | 4&-4
COc1cc(C2NC(=O)NC(C)=C2C(=O)NCc2ccccc2)c(Cl)cc1O (stereo not given) | 96 | x | -2 | 7 | 94 | 22 | 1.0 | 38 | 96 | 0 | -23
Cc1cc(C)n(-c2nnc(NC(C)(C)C)nn2)n1 | 92 | x | -3 | 5 | 98 | -2 | -1.4 | 18 | 91 | 0 | -3
CCOC(=O)C1CCCN(CCCc2ccccc2)C1 (stereo not given) | 99&106 | x | 1&-3 | 5&27 | 98&104 | 2&13 | 0.6&0.0 | 25&24 | 103&106 | 1&-2 | 0&11
COc1ccc2c3c(c(=O)oc2c1OCC(=O)O)CCCC3 | 108 | 4 | 2 | 14 | 111 | 18 | 0.6 | 11 | 105 | -1 | -3
O=C(C1CC1)N1CCc2cc(S(=O)(=O)N3CCCc4ccccc43)ccc21 | 104 | 15 | 6 | 12 | 105 | 5 | 1.1 | 12 | 102 | 1 | 4
O=c1[nH][nH]c(=S)n1C1CCCCC1 | u | x | x | 7 | 94 | 21 | x | x | 101 | x | -21
C/C(CC(=O)Nc1cccnc1)=N\NC(=O)C(=O)NC(C)C | u | -5 | x | 5 | 94 | -12 | x | x | 88 | x | -19
COc1ccc(OC)c(N=C(N)N=C(N)N)c1 | 97 | 6 | 4 | 10 | 101 | 0 | 0.2 | 11 | 100 | 0 | -16
Cc1ccc(Nc2nc(N)c([N+](=O)[O-])c(N3CCC(C)CC3)n2)cc1C | 98 | 5 | 5 | 4 | 101 | 3 | 0.4 | 13 | 99 | -7 | -22
CCc1ccc(-c2csc3ncn(CC)c(=O)c23)cc1 | 98 | 11 | 2 | 10 | 102 | 10 | 0.4 | 10 | 101 | 0 | -18
Cc1ccc(CCNc2ccc3ccccc3c2)cn1 | 101 | x | 1 | 8 | 100 | 29 | 0.5 | 19 | 104 | -6 | -15
CCCC(=O)C1C(=O)CC(CC(C)SCC)CC1=O (stereo not given) | 92 | x | 2 | 14 | 90 | 10 | 0.3 | 13 | 83 | 1 | -61
CC(C)NC(=O)CCn1nc(-c2ccc(Cl)cc2)c2ccccc2c1=O | 106 | -17 | 6 | 9 | 108 | 8 | 0.6 | 18 | 105 | -1 | -9
Cc1cccc(C(=O)c2ccccc2C(=O)O)c1O | 100 | x | 1 | 18 | 97 | -9 | 0.5 | 21 | 103 | -1 | -6
O=C(/C=C/c1ccco1)Nc1ccc(C(=O)N2CCOCC2)cc1 | 93 | 11 | 2 | 0 | 91 | 11 | 0.2 | 6 | 89 | -3 | -56
COC(=O)CN(Cc1ccccc1)S(=O)(=O)c1ccc(OC)c(OC)c1 | 101 | x | 1 | 14 | 102 | -13 | 0.2 | 31 | 100 | -5 | -18
COn1c(C)c(C)c2c3nonc3ccc21 | u | -21 | x | 9 | 106 | 18 | x | x | 110 | x | -65
Cc1ccc(-c2nnn(CC(=O)N(Cc3cccs3)C(C(=O)NC3CCCCC3)c3ccco3)n2)o1 (stereo not given) | 98 | x | 1 | 9 | 98 | 6 | 0.8 | 40 | 95 | -2 | -10
CCOC(=O)C1(C(F)(F)F)N=C(c2cccnc2)OC(N2CCOCC2)=N1 (stereo not given) | 111 | -13 | -1 | 9 | 109 | -1 | 0.5 | 30 | 113 | 0 | -7
COc1ccc(C2/C=C\CN(S(=O)(=O)c3ccc(-c4ccccc4)cc3)CC(=O)N2Cc2ccc(F)cc2)cc1 (stereo not given) | u | 24 | x | 9 | 104 | -1 | x | x | 103 | x | -27
Cc1cc(C(=O)NCc2ccc(Cl)cc2)n(-c2ccccc2)n1 | u | -3 | x | 5 | 102 | 13 | x | x | 100 | x | -25
Clc1ccc2nnc(Cl)n2n1 | u | 20 | -1 | 9 | 101 | 10 | -0.4 | 14 | 102 | 1 | -10
COc1ccc(F)cc1S(=O)(=O)Nc1ccc(C)cc1 | 103 | 0 | 0 | 12 | 104 | 5 | -1.2 | 48 | 101 | -3 | -8
Cc1cc(C)n2nc(CCCO)nc2n1 | u | 12 | 9 | 10 | 100 | 2 | 2.4 | 12 | 104 | 0 | -39
COc1ccc(C(C)=O)cc1COc1ccc(-n2cnnn2)cc1 | 97 | -8 | 4 | 37 | 98 | 17 | 0.7 | 18 | 97 | 1 | -2
CCN1CCCC1CNC(=O)c1ccc(N2CCOCC2)c(NS(=O)(=O)c2ccc(OC)cc2)c1 (stereo not given) | 103 | 9 | -1 | 10 | 101 | 8 | -0.2 | 13 | 106 | 0 | -7
Cc1ccc(Cn2c(S(=O)(=O)O)nc3ccccc32)cc1 | 103 | x | 1 | 13 | 99 | 16 | 0.5 | 66 | 100 | -2 | 3
NC(=O)C1CCN(Cc2nc(-c3cccs3)no2)CC1 | u | 8 | x | 5 | 100 | -16 | x | x | 102 | x | -16
CCCn1c(SCC(=O)OCC)nc(C(F)(F)F)cc1=O | 98 | x | 2 | 11 | 96 | 19 | 0.4 | 15 | 102 | 0 | -3
COCc1cc(C)nc(Nc2ccc(C)cc2C)c1C#N | 97 | x | 2 | 7 | 92 | -14 | 0.1 | 15 | 96 | 0 | -1
O=C(CNc1n[nH]c(=O)[nH]c1=O)N/N=C/c1ccccc1 | u | -31 | x | 9 | 104 | -9 | x | x | 104 | x | -11
CCOc1ccc(C(=O)NCCN(C)C)cc1 | 103 | x | 2 | 10 | 99 | 16 | 0.3 | 29 | 100 | 0 | -8
O=C(Cn1cnc2c(nnn2Cc2ccc(F)cc2)c1=O)NCc1ccco1 | 93 | x | 4 | 30 | 100 | 12 | -0.4 | 21 | 94 | -4 | -16
N#Cc1c(-c2ccncc2)c2c([nH]c1=O)-c1ccccc1OC2 | u | 21 | x | 7 | 97 | 2 | x | x | 102 | x | -9
O=C(COC(=O)c1cc(-c2cccs2)nc2ccccc12)NC1CCS(=O)(=O)C1 (stereo not given) | 99 | 5 | 10 | 8 | 104 | 16 | 0.0 | 10 | 102 | 3 | 2

Looked up above:
Value of O=S(=O)(c1cccc(S(=O)(=O)N2CCC(Cc3ccccc3)CC2)c1)N1CCOCC1 in GSH bead fluor: 20
Value of CCOC(=O)C1CCCN(CCCc2ccccc2)C1 (stereo not given) in RGS7-Gao: 99&106

Sorted by number of heavy atoms (ascending): some entries from above
SMILES | RGS7-Gao | Pf gamet viab | ABCG2 inh | Avidin fluor | RGS8-Gao reg | Mcl1-Noxa inh | ABCB1 inh | GSH bead fluor | RGS4-Gao reg | Mcl-1 Bim block | Mcl1 Bid PPI
COC(=O)CNc1ccc2c(c1)OCO2 | 99 | x | 3 | 21 | 103 | 1 | 1.5 | 18 | 105 | 2 | -39
CCOC(=O)c1[nH]c(C)c(CCC(=O)O)c1C | 112&104 | -8 | 1&1 | 4&11 | 132&101 | -3&11 | 0.0&0.0 | 64&12 | 116&102 | 0&-3 | 4&-4
CCOc1ccccc1C(=O)Nc1cc(C(=O)NCCc2ccccc2)ccc1Cl | 98 | x | 31 | 7 | 99 | 30 | 2.1 | 20 | 98 | -1 | 9
